# Screening data deposited in PubChem by National Center for Advancing Translational Sciences (NCATS).
# TDP1 cell CPT: growth inhibition of DT40 Tdp1-/-;hTDP1 cells with camptothecin (screen for TDP1 inhibitors); chicken DT40 Tdp1-/-;hTDP1 cells + 20 nM CPT, ATP luminescence, 48 h; Potency, µM (highest dose often 46.2 µM), without a hit: top-dose activity change, negative = growth inhibition, usual class: inhibitors; hit rate 12% among 420,000; AID 686979; further: nearly all actives have a fitted effect of over 55% in size
#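 Chicken DT40 Tdp1-/- cells stably complemented with human TDP1 were seeded at 400 cells/well in medium containing 20 nM camptothecin, exposed to pin-transferred compounds, and grown at 37 °C for at least 48 hr. Viability was read as ATP luminescence.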
# GCN5L2 inh: inhibitors of human GCN5L2 histone acetyltransferase; hit rate 0.21% among 390,000; Q92830; GCN5L2 HAT assay, ThioGlo1 CoA-SH fluorescence; Potency, µM (titrated, usually from 58.9 µM), for the others: top-dose activity change, negative = inhibition, most hits filed as inhibitors
# Target sequence (Q92830 whole entry, looked up): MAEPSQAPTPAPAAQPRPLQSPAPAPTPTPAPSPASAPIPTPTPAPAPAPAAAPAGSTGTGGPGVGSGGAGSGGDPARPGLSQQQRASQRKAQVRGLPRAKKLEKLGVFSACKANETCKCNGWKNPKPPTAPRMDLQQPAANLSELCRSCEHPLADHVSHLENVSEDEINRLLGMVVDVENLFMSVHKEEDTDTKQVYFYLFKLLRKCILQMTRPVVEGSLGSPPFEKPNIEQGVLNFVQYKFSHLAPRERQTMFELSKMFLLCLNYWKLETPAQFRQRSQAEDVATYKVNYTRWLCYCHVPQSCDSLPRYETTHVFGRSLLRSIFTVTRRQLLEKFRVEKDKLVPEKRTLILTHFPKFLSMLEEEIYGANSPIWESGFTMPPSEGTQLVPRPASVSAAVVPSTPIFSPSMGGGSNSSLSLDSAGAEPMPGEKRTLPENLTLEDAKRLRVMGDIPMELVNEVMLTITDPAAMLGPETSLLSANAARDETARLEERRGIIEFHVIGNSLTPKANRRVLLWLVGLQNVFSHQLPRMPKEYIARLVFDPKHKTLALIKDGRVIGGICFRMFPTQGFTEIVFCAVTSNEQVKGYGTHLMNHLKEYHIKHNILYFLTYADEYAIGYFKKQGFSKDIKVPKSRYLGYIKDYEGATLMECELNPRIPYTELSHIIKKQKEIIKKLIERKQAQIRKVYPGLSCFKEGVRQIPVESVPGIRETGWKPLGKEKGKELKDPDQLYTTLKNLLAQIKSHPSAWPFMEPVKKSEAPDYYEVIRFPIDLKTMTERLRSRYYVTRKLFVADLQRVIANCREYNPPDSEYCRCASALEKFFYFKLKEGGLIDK
#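 Free CoA generated was detected with ThioGlo1 (50uM) fluorescence at Ex340nm/Em540nm, read immediately and after 20 min at room temperature. Enzyme, 20 nM in HEPES pH 7.5 buffer, saw compounds 15 min before adding 75uM H3(1-25) peptide and 70uM acetyl-CoA.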
# TDP1 cell noCPT: qHTS for Inhibitors of human tyrosyl-DNA phosphodiesterase 1 (TDP1): qHTS in cells in absence of CPT; DT40 Tdp1-/- hTDP1 cells, no CPT, ATP luminescence, 48 h; Potency, µM (titrated, usually from 46.2 µM), for the others: top-dose activity change, negative = growth inhibition, usual class: inhibitors; AID 686978, 2013; hit rate 15% among 420,000; further: nearly all actives have a fitted effect of over 55% in size
#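 Stably hTDP1-transfected Tdp1-null chicken DT40 cells were treated with library compounds minus camptothecin and grown for at least 48 hr at 37 °C, after which cellular ATP was quantified by luminescence.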
# Starred values were filed as active, the others as inactive; ? = inconclusive; . = no result given. The call rests on the fitted dose curve; in most records, active means well fitted curve in the direction sought with a large enough effect; inconclusive means small, poorly fitted or top-dose-only effect, or another doubt; inactive means no such curve, though single readings can be large; an effect the other way counts as inactive or inconclusive. On the % scale 0 is the no-effect control and ±100 the full control effect; potency means the concentration at half of the fitted maximal effect. Some of the compounds tested; rates above refer to the full screens.
1. CC(=O)NC(Cc1ccc(C(C)C)cc1)C(=O)NC1CCN(C(=O)c2cccc(C)c2)CC1 (centres undefined)
2. CC(=O)c1cccc(NC(=O)Cn2cnc(S(=O)(=O)N3CCOCC3)c2)c1
3. O=C(C[C@H]1C/C=C\C[C@H](Cc2ccc(F)cc2)C(=O)O[C@@H](c2ccccc2)CNC1=O)NCCO
4. CC(=O)C1C(c2ccc(O)cc2)NC(=O)NC1(O)C(F)(F)F (centres undefined)
5. N#Cc1c2ncn(CC(=O)c3ccc(Br)cc3)c(=O)c2c2n1CCC2
6. Cc1coc2cc3oc(=O)c(CCC(=O)NCc4ccc(Cl)cc4)c(C)c3cc12
assay / compound	1	2	3	4	5	6
TDP1 cell CPT	?	-10.9%	?	-6.1%	-1.4%	10.3µM*
GCN5L2 inh	-6.0%	2.0%	-3.8%	-5.2%	-0.3%	-0.4%
TDP1 cell noCPT	?	13.6%	?	2.5%	-11.3%	25.9µM*

7. O=C(Nc1cc([N+](=O)[O-])ccc1O)c1cccc(NC(=O)c2ccco2)c1
8. CN(C)[C@H]1CCN([C@H]2CS(=O)(=O)N[C@@H]2COCc2ccccc2)C1
9. Cc1ccc(C)c(NC(=O)CSc2nnc(C)c(=O)n2N)c1
10. COc1cc(NC(C)=O)ccc1-c1cc2ccccc2oc1=O
11. CC(OC(=O)c1cccc(S(=O)(=O)N2CCOCC2)c1)C(=O)NCC1CCCCC1 (centres undefined)
12. CN1CCN(c2ccc(C(=O)NC3CCCCC3)cc2[N+](=O)[O-])CC1
assay / compound	7	8	9	10	11	12
TDP1 cell CPT	-2.2%	-0.3%	6.4%	?	-12.7%	-15.6%
GCN5L2 inh	-6.3%	.	0.3%	-8.6%	.	-2.8%
TDP1 cell noCPT	-33.2%	4.3%	5.5%	?	2.3%	-24.6%

13. CCCCCc1cccnc1
14. CCOC(=O)Cn1c(=O)cnc2ccccc21
15. COc1ccc(C(CNC(=O)c2cc(S(=O)(=O)N3CCCC3)ccc2Cl)N2CCCC2)cc1 (centres undefined)
16. c1ccc(C(c2ccccc2)N2CCN(Cc3nc(-c4cnccn4)no3)CC2)cc1
17. CCCSc1nc(O)c(C(c2ccc(OC)c(O)c2)c2c(O)nc(SCCC)n(C)c2=O)c(=O)n1C
18. CCc1noc(C)c1C(=O)OCC(=O)Nc1ccc2c(c1)OCO2
assay / compound	13	14	15	16	17	18
TDP1 cell CPT	-10.2%	2.4%	2.3%	?	24.4%	3.8%
GCN5L2 inh	-6.6%	-2.1%	-2.5%	-0.7%	-1.2%	-2.7%
TDP1 cell noCPT	18.1%	1.5%	?	-22.5%	-5.3%	1.6%

# Some values from above.
# GCN5L2 inh, c1ccc(C(c2ccccc2)N2CCN(Cc3nc(-c4cnccn4)no3)CC2)cc1 is entered as -0.7%
# GCN5L2 inh, CCOC(=O)Cn1c(=O)cnc2ccccc21 is entered as -2.1%
# TDP1 cell noCPT, CCCCCc1cccnc1 is entered as 18.1%

# Next section.
19. O=C(NCCS(=O)(=O)NC1CCCC1)c1ccccc1
20. O=C(Nc1ccc(Cl)cc1)N1CCCN(Cc2ccccc2F)C1
21. COc1cccc(C(=O)NNC(=O)C(=O)Nc2ccc(OC)cc2OC)c1
22. CCn1cc(C(=O)OCC(=O)Nc2ccccc2OC(F)F)c(=O)c2ccc(C)nc21
23. Cn1c(SCC(=O)CC(=O)Nc2ccccc2)nnc1-c1ccc(O)cc1
24. Cc1c(NC(=S)N/N=C/c2ccc([N+](=O)[O-])cc2O)c(=O)n(-c2ccccc2)n1C
assay / compound	19	20	21	22	23	24
TDP1 cell CPT	4.7%	25.1µM*	?	-29.2%	-2.0%	?
GCN5L2 inh	-7.7%	-9.8%	-1.4%	-0.8%	-3.7%	-4.2%
TDP1 cell noCPT	-4.1%	?	?	?	-3.4%	-21.5%

25. COc1cc(C)ccc1OCCCCNCc1ccccc1
26. COc1ccc(N2CCN(/C(=N\S(=O)(=O)c3ccc(C)cc3)Nc3nc(C)cc(C)n3)CC2)cc1
27. CCN(CC)CCCN(C(=O)c1ccc(F)cc1)c1nc(-c2ccc(OC)cc2)cs1
28. O=C(CN1C(=O)NC2(CCCc3ccccc32)C1=O)N1CCN(c2cccc(C(F)(F)F)c2)CC1 (centres undefined)
29. COc1ccc(/C=N/NC(=O)c2ccc(F)cc2)cc1CN1CCc2cc(OC)c(OC)cc2C1C (centres undefined)
30. CCc1ccc(C(=O)NC(=S)Nc2ccc(N3CCOCC3)cc2)cc1
assay / compound	25	26	27	28	29	30
TDP1 cell CPT	-25.6%	?	13µM*	?	?	?
GCN5L2 inh	1.1%	-2.1%	-3.9%	-3.9%	-7.6%	-12.6%
TDP1 cell noCPT	?	?	10.3µM*	?	18.4µM*	?

31. CCC(=O)Nc1cc2c3c(c1)CCN3C(=O)CC2
32. S=C(NCc1ccc(Cl)cc1)Nc1ccccc1
33. COc1ccc(CN2CC(C(=O)NCCCN3CCCCCC3)CC2=O)cc1 (centres undefined)
34. CN(C(=O)c1cccc(NC(=O)Cc2ccc(NC(=O)C3CCCN(C(=O)C4CCCCC4)C3)cc2)c1)C1CCCC1 (centres undefined)
35. O=C(OCc1cn([C@H]2C[C@H](c3ccccc3)N(Cc3cccs3)C[C@@H]2O)nn1)c1ccccc1
36. C[C@H]1CN([C@@H](C)CO)C(=O)CCCn2nncc2CO[C@H]1CN(C)C(=O)c1ccc2ccn(C)c2c1
assay / compound	31	32	33	34	35	36
TDP1 cell CPT	17.0%	?	-4.2%	?	?	-7.2%
GCN5L2 inh	-3.7%	-2.6%	-22.3%	.	.	.
TDP1 cell noCPT	4.5%	20.6µM*	0.0%	?	20.6µM*	-22.5%

37. NC(=O)C1CCN(C(=O)c2ccc3c(=O)n(Cc4ccco4)c(SCC(=O)c4ccccc4)nc3c2)CC1
38. Cc1ccc(CSc2ncnc3ccccc23)cc1
39. Cc1ccc(-c2nnn(CC(=O)N(CC(=O)NC3CCCCC3)c3cccc(F)c3)n2)o1
40. CCOC(=O)C1CCN(Cc2c(O)c3ccccc3oc2=O)CC1
41. O=Cc1cc2ccccc2nc1SCc1ccc(Cl)c(Cl)c1
42. CC1=C(C(=O)N(C(C)C)C(C)C)CC(CC(=O)NC2CC2)C(=O)N1CCCN1CCCC1=O (centres undefined)
assay / compound	37	38	39	40	41	42
TDP1 cell CPT	?	-0.4%	1.2%	19.7%	1.03µM*	-5.6%
GCN5L2 inh	-8.0%	-12.3%	-6.3%	-7.3%	-2.0%	.
TDP1 cell noCPT	?	-16.0%	-15.5%	-8.7%	0.92µM*	?

# Some of these compounds in order of SMILES length, low to high.
41. O=Cc1cc2ccccc2nc1SCc1ccc(Cl)c(Cl)c1
39. Cc1ccc(-c2nnn(CC(=O)N(CC(=O)NC3CCCCC3)c3cccc(F)c3)n2)o1
42. CC1=C(C(=O)N(C(C)C)C(C)C)CC(CC(=O)NC2CC2)C(=O)N1CCCN1CCCC1=O (centres undefined)
assay / compound	41	39	42
TDP1 cell CPT	1.03µM*	1.2%	-5.6%
GCN5L2 inh	-2.0%	-6.3%	.
TDP1 cell noCPT	0.92µM*	-15.5%	?

# The list continues.
43. O=C(O)c1ccc(-n2cccc2/C=C2/SC(=O)N(CC(=O)N3CCCC3)C2=O)cc1
44. CCOc1ccc(C(=O)NCC(=O)N2CCN(c3ccc(C(F)(F)F)cn3)CC2)cc1
45. CCN=C1S/C(=C\c2cc(Cl)c(OC)c(OC)c2)C(=O)N1CC
46. O=C(O)c1ccc(N/N=C/c2ccc3nccnc3c2)cc1
47. CN(C)c1nc(NCc2ccccc2)nc(N/N=C/c2ccc(Br)cc2)n1
48. COc1nnc(-c2ccc(C)c(S(N)(=O)=O)c2)c2ccccc12
assay / compound	43	44	45	46	47	48
TDP1 cell CPT	-0.7%	?	?	11.6µM*	-8.6%	-6.1%
GCN5L2 inh	?	-4.7%	-7.5%	-3.1%	-2.1%	9.5%
TDP1 cell noCPT	3.9%	?	?	11.6µM*	-13.7%	-14.7%

49. O=C(Nc1ccc(F)cc1)c1ccc(C(=O)N2CCCC(O)C2)cc1 (centres undefined)
50. CCOc1ccccc1C(c1c(C)n(C)n(-c2ccccc2)c1=O)c1c(C)n(C)n(-c2ccccc2)c1=O
51. CCN(CC(=O)Nc1ccc(NC(C)=O)cc1)C(=O)COc1ccccc1Cc1ccccc1
52. COc1ccc(CNc2ncncc2-c2ccc3c(c2)OCO3)c(OC)c1
53. COc1cc(/C=C(/C#N)C(=O)Nc2ccc(C)cc2)ccc1Oc1nc(Cl)ncc1F
54. COc1ccccc1N1CCN(C(=O)c2cc(-c3cccs3)on2)CC1
assay / compound	49	50	51	52	53	54
TDP1 cell CPT	?	10.0%	-6.9%	-29.7%	23.1µM*	?
GCN5L2 inh	1.0%	-5.5%	-8.0%	-19.5%	-0.1%	0.6%
TDP1 cell noCPT	?	-23.9%	-2.6%	?	16.4µM*	?

55. Cc1cc(C(=O)NCc2cccs2)ccc1[N+](=O)[O-]
56. CSc1oc(-c2ccc(F)cc2)nc1S(=O)(=O)c1ccccc1
57. CCOC(=O)c1c(C)[nH]c(C(=O)OCC(=O)Nc2sc(C(=O)N(C)C)c(C)c2C(=O)OCC)c1C
58. c1ccc(Nc2c(-c3ccccc3)nc3ncccn23)cc1
59. O=C(CSc1cn(CC(=O)N2CCCC2)c2ccccc12)Nc1ccc(Cl)cc1
60. CCc1nc2ccc(C(=O)N(C)Cc3ccco3)cn2c1N(CC)C(=O)NCCc1ccccc1
assay / compound	55	56	57	58	59	60
TDP1 cell CPT	-2.6%	-1.2%	?	?	?	-28.5%
GCN5L2 inh	0.1%	-5.3%	0.4%	-5.4%	-12.4%	.
TDP1 cell noCPT	-24.1%	-14.6%	23.1µM*	?	?	?

61. COc1cc(/C=C/c2ccc(O)cc2)cc(OC)c1
62. O=C1c2ccccc2C(=O)N1CCCc1nc(-c2ccc(Cl)cc2)no1
63. Cc1ccc2nc(C)c(C)nc2c1N
64. CC(C)C(NC(=O)c1ccccc1)C(=O)OCc1cc([N+](=O)[O-])cc2c1OCOC2 (centres undefined)
65. C[C@@H]1CN([C@@H](C)CO)C(=O)CCCn2nncc2CO[C@H]1CN(C)C(=O)NC1CCCCC1
66. CCCCC(=O)Nc1ccc2nc(SCC(=O)N3CCc4ccccc43)sc2c1
assay / compound	61	62	63	64	65	66
TDP1 cell CPT	?	-0.8%	-3.2%	14.6µM*	-0.9%	14.6µM*
GCN5L2 inh	-5.5%	-3.1%	-6.4%	-2.4%	.	-11.0%
TDP1 cell noCPT	?	-25.8%	-5.1%	11.6µM*	-9.6%	5.8µM*

67. COC(=O)c1ccc(NC(=S)NC(=O)c2cc(-c3ccccc3)nc3ccccc23)cc1
68. N#Cc1cccc(NC(=O)N2CC[C@@]3(CCCN(C(=O)c4csnn4)C3)C2)c1
69. O=C(NCc1cccnc1)C(=O)NCC(c1ccco1)N1CCN(c2ccccc2F)CC1 (centres undefined)
70. CCOC(=O)c1[nH]c2ccccc2c1NC(C)=O
71. O=C(CSC1=NCCS1)N1CCN(c2ccccc2)CC1
72. O=C(O)CCC(=O)N(Cc1cccs1)Cc1cccs1
assay / compound	67	68	69	70	71	72
TDP1 cell CPT	?	21.8%	-3.2%	-0.9%	-11.9%	-1.3%
GCN5L2 inh	-4.5%	15.6%	4.6%	-2.6%	-5.6%	1.7%
TDP1 cell noCPT	?	-7.9%	-27.6%	3.4%	-31.1%	-8.4%

# Single records, from the list above.
# O=C(NCc1cccnc1)C(=O)NCC(c1ccco1)N1CCN(c2ccccc2F)CC1 (centres undefined) is listed with TDP1 cell CPT = -3.2%; GCN5L2 inh = 4.6%; TDP1 cell noCPT = -27.6%
# CCOC(=O)c1[nH]c2ccccc2c1NC(C)=O is listed with TDP1 cell CPT = -0.9%; GCN5L2 inh = -2.6%; TDP1 cell noCPT = 3.4%
# O=C(CSC1=NCCS1)N1CCN(c2ccccc2)CC1 is listed with TDP1 cell CPT = -11.9%; GCN5L2 inh = -5.6%; TDP1 cell noCPT = -31.1%

# More results follow:
73. CCOC(=O)/C(C)=C1\NC(C)(C)Cc2ccccc21
74. NC(=O)c1ccccc1-c1nc(-n2ccnc2)c2ccccc2n1
75. CCOc1ccc(CCNC(=O)c2ccc3c(c2)N(Cc2ccc(F)cc2)CCS3)cc1
76. Cc1ccc(C(=O)N2CCN(C)CC2)cc1S(=O)(=O)N1CCCCC1
77. Cc1cc(N)n(-c2ccc(Oc3ccccc3)c(S(=O)(=O)O)c2)n1
assay / compound	73	74	75	76	77
TDP1 cell CPT	-22.7%	5.7%	?	5.0%	23.8%
GCN5L2 inh	?	-11.8%	1.8%	-8.0%	-10.2%
TDP1 cell noCPT	?	8.9%	14.6µM*	-1.2%	16.7%
